# Screens from PubChem.
# ADAM17 inh: inhibitors of human ADAM17. P78536. recombinant ADAM17, EDANS/DABCYL FRET peptide cleavage. inhibition, % at 6.95 µM. actives 0.83% (n = 370,000);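 active = inhibition above the mean of compounds lying between control limits plus 3 SD, set per campaign, cut at about 8.5% in these data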;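 note: 0% = DMSO-only wells as the low control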
# ADAM10 inh: ADAM10 inhibition, QFRET primary screen; AID 720582; recombinant ADAM10, EDANS/DABCYL FRET peptide cleavage, 3 h; actives 0.62% (n = 370,000); inhibition, % at 7 µM; O14672;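 active = inhibition above a per-campaign cutoff equal to the mean of compounds falling between control-based bounds plus 3 SD, cut at about 20% in these data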;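 note: 0% = DMSO wells while the 100% control is not disclosed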
# Target sequence (O14672 214-748 limits assumed): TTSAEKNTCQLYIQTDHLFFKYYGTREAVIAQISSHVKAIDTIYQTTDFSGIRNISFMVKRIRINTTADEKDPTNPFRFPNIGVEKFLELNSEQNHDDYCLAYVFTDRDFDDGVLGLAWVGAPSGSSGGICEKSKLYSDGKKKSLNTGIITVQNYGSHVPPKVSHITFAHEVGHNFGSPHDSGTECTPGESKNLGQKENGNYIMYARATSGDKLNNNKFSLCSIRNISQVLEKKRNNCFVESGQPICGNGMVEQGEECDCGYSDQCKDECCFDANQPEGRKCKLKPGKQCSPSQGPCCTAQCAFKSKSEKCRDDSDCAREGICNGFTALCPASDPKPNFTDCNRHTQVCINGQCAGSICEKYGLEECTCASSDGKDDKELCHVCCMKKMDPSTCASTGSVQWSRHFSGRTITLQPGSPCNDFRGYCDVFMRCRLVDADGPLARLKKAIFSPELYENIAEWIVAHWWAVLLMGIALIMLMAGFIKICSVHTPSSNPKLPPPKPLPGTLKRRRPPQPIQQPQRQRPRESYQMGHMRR
# ssDAF-12 act: activators of S. stercoralis DAF-12 nuclear receptor | HEK293 ssDAF-12/GRIP1 lit1-tk-luc reporter, luminescence; % of 3 µM dafachronic acid response | activation, % at 6.8 µM | actives 1% (n = 370,000) | AID 652126;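 active = activation above the mean over all tested compounds plus 3 SD, cut at about 0.9% in these data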;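 note: 0% = DMSO-only wells and 100% = 3 µM delta7-dafachronic acid wells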
# FXN GAA850 act: activators of GAA850 frataxin (FXN) promoter; HEK293 lucGAA850 FXN promoter luciferase reporter, 24 h; percent of 10 µM SAHA response; activation, % at 6 µM; actives 0.56% (n = 360,000); AID 540364;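 active = activation above the average of all compounds screened plus 3 SD, cutoff fixed separately per campaign, cut at about 7.5% in these data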;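 note: 0% = DMSO wells and 100% = 10 µM SAHA wells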
# PLC-beta3 inh: inhibitors of human phospholipase C beta3 | Q01970 | Purified PLC-beta3, fluorogenic substrate, fluorescence | inhibition, % at 12.2 µM | actives 0.18% (n = 370,000); in the data active = inhibition above about 11%;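 note: 0% = median of compound wells on plate and 100% = full blocker control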
# DAX1 inh-1: blocks DAX1 repression of SF-1 activated StAR promoter | HEK293T StAR-luciferase reporter, SF-1/DAX-1 repression relief | inhibition, % at 6.8 µM | actives 1.1% (n = 370,000) | AID 652010;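 active = inhibition above the mean over all tested compounds plus 3 SD, cut at about 3.6% in these data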;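 note: 0% = DAX-1 cells with DMSO and 100% = cells lacking DAX-1 with DMSO; higher inhibition means more luminescence from relief of DAX-1 repression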
# hgDAF-12 ag: activates the H. glycines DAF-12 receptor ligand-binding domain. HEK293 GAL4-hgDAF12 UAS-luciferase reporter, agonist luminescence; normalized to butyrate control. activation, % at 6.8 µM. actives 1.8% (n = 370,000);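 active = activation above a cutoff set at the mean of all screened compounds plus 3 SD, cut at about 10% in these data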;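 note: 0% = DMSO wells and 100% = sodium butyrate wells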
# PLC-gamma1 inh: blocks human PLC-gamma1 enzyme activity | P19174 | purified PLC-gamma1, fluorogenic substrate, fluorescence | inhibition, % at 12.2 µM | actives 0.84% (n = 370,000); in the data active = inhibition above about 9.5%
# hcDAF12 agonist: H. contortus DAF-12 activation, primary screen. HEK293 hcDAF-12 lit1-tk-luc reporter, luminescence; 0% DMSO, 100% Δ7-dafachronic acid. activation, % at 6.8 µM. actives 1.4% (n = 370,000). AID 652067;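 active = activation above the mean of all tested compounds plus 3 SD, cut at about 5.5% in these data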;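 note: 100% = response to 3 µM Δ7-dafachronic acid high control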
# HGIII-sPLA2 inh: Blocks human group III sPLA2 activity. QFRET BODIPY PC-A2 liposome hydrolysis, fluorescence. actives 0.56% (n = 370,000). inhibition, % at 12.2 µM. Q9NZ20;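 active = inhibition above mean plus 3 SD of compounds lying within the high and low control bounds, cut at about 19% in these data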;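 note: 0% = median of test compound wells and 100% = no enzyme DMSO wells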
# DAX1 inh-2: NR0B1 (DAX1) inhibition | HEK293 Gal4-DAX1 luciferase reporter, luminescence | inhibition, % at 6.75 µM | AID 504766 | P51843 | actives 0.99% (n = 340,000);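 active = inhibition above the mean over all tested compounds plus 3 SD, cut at about 4.2% in these data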;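 note: 0% = DAX1-transfected cells with DMSO and 100% = empty-vector control cells with DMSO; inhibition shows as a rise in luminescence from relieved DAX1 repression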
# Target sequence (P51843 207-470 limits assumed): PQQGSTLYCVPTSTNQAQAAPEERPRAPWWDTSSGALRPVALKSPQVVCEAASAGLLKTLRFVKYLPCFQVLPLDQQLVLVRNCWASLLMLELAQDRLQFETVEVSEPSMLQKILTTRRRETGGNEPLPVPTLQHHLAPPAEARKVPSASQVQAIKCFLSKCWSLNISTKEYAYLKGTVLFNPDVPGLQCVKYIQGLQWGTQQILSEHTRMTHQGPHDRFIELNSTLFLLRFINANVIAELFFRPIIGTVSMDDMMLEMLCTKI
# An asterisk follows results filed as active; nt = no result given.
SMILES,ADAM17 inh,ADAM10 inh,ssDAF-12 act,FXN GAA850 act,PLC-beta3 inh,DAX1 inh-1,hgDAF-12 ag,PLC-gamma1 inh,hcDAF12 agonist,HGIII-sPLA2 inh,DAX1 inh-2
N#Cc1ccc(N[C@@H]2CCN3C(=O)c4ccccc4[C@@H]3C[C@H]2O)cc1,-4.7,-8.9,-0.1,-0.1,-2.3,-0.4,0.9,5.6,-1.9,9.7,-0.4
CC12CCC(C(=O)Nc3cc(F)ccc3F)(CC1=O)C2(C)C (configuration not stated),-2.3,2.7,-1.8,1.9,1.3,0.0,0.5,1.0,0.0,-1.0,-0.5
C[C@@H]1CN([C@@H](C)CO)C(=O)CCCn2nncc2CO[C@@H]1CN(C)S(=O)(=O)c1ccc(-n2cccn2)cc1,-5.8,-13.6,-1.1,1.6,-0.9,-0.9,1.1,-0.2,1.1,4.5,2.3
COc1ccc(CCNC(=O)COC(=O)c2ccc(N3CCCC3=O)cc2)cc1,-1.0,1.6,-1.6,2.1,1.3,-0.1,0.1,0.6,-0.2,-0.6,-0.2
Nc1nc(SCc2ccc3c(c2)OCO3)n[nH]1,0.5,-10.3,-1.0,3.7,-1.4,-0.6,1.4,-1.9,-0.8,10.0,-0.5
CCC(C)(C)NC(=O)C(c1ccc(C)cc1)N(CCN1CCOCC1)C(=O)CNC(=O)c1cccs1 (configuration not stated),-0.9,-4.9,-1.1,-0.4,-2.2,-0.1,-2.4,-4.0,-2.4,2.0,0.3
O=C(Nc1ccc(Oc2ccccc2)nc1)C1CCCCN1Cc1ccc(O)cc1 (configuration not stated),-3.6,-9.0,-0.1,0.7,-3.9,3.9*,4.9,0.1,2.6,-5.5,1.1
COCCNC(=O)C(c1ccc(O)cc1)N(Cc1cccs1)C(=O)CCC(=O)Nc1ccccn1 (configuration not stated),-0.1,0.0,-1.6,0.5,-0.7,-0.3,-0.6,3.1,-0.1,-6.3,-0.1
Cc1cc(=O)[nH]c(N/N=C/c2c(F)c(F)c(F)c(F)c2F)n1,-3.2,-4.0,-1.2,-0.1,-4.7,0.1,-0.8,-1.7,-0.8,-3.7,-0.5
CN1CCN(S(=O)(=O)c2cccc(C(=O)N(C)C(c3ccccc3)c3ccccc3)c2)CC1,0.7,-4.9,-0.5,-2.3,-6.2,-1.0,0.8,-0.7,-1.7,-9.1,-0.8
COC(=O)c1c(NC(=O)c2ccc(S(=O)(=O)N3CC(C)OC(C)C3)cc2)sc2c1CCN(C)C2 (configuration not stated),-14.8,-15.1,-1.4,1.6,-112.5,0.1,-2.4,-78.7,1.0,-21.8,1.3
O=C(O)CCn1[nH]c(=O)ccc1=O,-0.3,3.9,-1.2,-1.3,4.8,-0.4,-1.3,1.4,-0.6,0.3,1.4
CCCN1CCN(C(=O)CCc2nnc3ccc(N4CCN(c5cccc(OC)c5)CC4)nn23)CC1,0.1,-10.2,-1.8,0.8,1.1,1.1,-0.9,1.9,-0.1,-0.9,0.7
N#Cc1ccncc1S(=O)c1ccc(Cl)cc1 (configuration not stated),-7.9,-0.7,-1.3,-2.1,-5.3,-0.1,-1.1,2.2,-0.3,11.5,-1.3
CCOC(=O)C1(Cc2cccc(F)c2)CCN(C(=O)C2CCC2)CC1,1.9,1.0,-1.7,0.8,-0.2,-0.2,0.3,-1.8,-0.7,-4.7,2.5

# Molecules from the list above that contain an aryl methoxy group:
SMILES,ADAM17 inh,ADAM10 inh,ssDAF-12 act,FXN GAA850 act,PLC-beta3 inh,DAX1 inh-1,hgDAF-12 ag,PLC-gamma1 inh,hcDAF12 agonist,HGIII-sPLA2 inh,DAX1 inh-2
COc1ccc(CCNC(=O)COC(=O)c2ccc(N3CCCC3=O)cc2)cc1,-1.0,1.6,-1.6,2.1,1.3,-0.1,0.1,0.6,-0.2,-0.6,-0.2
CCCN1CCN(C(=O)CCc2nnc3ccc(N4CCN(c5cccc(OC)c5)CC4)nn23)CC1,0.1,-10.2,-1.8,0.8,1.1,1.1,-0.9,1.9,-0.1,-0.9,0.7

# (next part)
SMILES,ADAM17 inh,ADAM10 inh,ssDAF-12 act,FXN GAA850 act,PLC-beta3 inh,DAX1 inh-1,hgDAF-12 ag,PLC-gamma1 inh,hcDAF12 agonist,HGIII-sPLA2 inh,DAX1 inh-2
Cc1ccc(C(=O)NCc2ccco2)cc1S(=O)(=O)N1CCOCC1,0.1,-2.7,-1.5,-0.6,2.5,0.4,-1.0,0.3,-1.1,-1.7,1.1
CCN1CCN(c2nc3c(c(=O)n(C)c(=O)n3C)n2CCSc2nccc(C)n2)CC1,0.7,8.1,-0.9,-0.1,2.4,-0.2,-0.3,-0.9,-1.0,-0.5,0.7
Cc1cc(Nc2ccccc2)nc(N2CCN(C(=O)c3ccc4c(c3)OCO4)CC2)n1,-0.1,-9.0,-1.1,2.4,-6.3,-0.5,-1.9,-1.1,0.4,0.1,-1.2
O=C(NC(c1ccccc1)c1ccc2ccccc2n1)C1CCN(Cc2cccc(C(F)(F)F)c2)CC1 (configuration not stated),5.5,4.5,-1.3,-1.1,-2.9,-0.3,2.0,-2.7,0.5,-21.8,nt
Cc1c(NC(=O)CSc2nc3ccccc3s2)c(=O)n(-c2ccccc2)n1C,-3.2,-2.2,-1.1,-1.5,0.4,-0.1,-0.3,-1.1,-1.6,1.0,0.8
CCOc1ccc2ccccc2c1C1NC(=O)NC(C)=C1C(=O)OCCOC (configuration not stated),-1.7,-4.0,-0.8,1.6,-10.0,-0.3,1.7,-3.1,3.7,-1.1,0.5
Cc1cccc(C(=O)OC(C)CN2CCN(C)CC2)c1 (configuration not stated),-3.3,-6.0,0.0,4.5,-8.7,2.0,10.0,0.6,2.5,-1.5,2.1
CCC(=O)Nc1nc2c(OC)ccc(OC)c2s1,-6.3,-14.4,-1.4,1.3,-18.1,-0.8,-3.9,-12.4,2.2,2.3,0.5
CC1=NCCN1S(=O)(=O)c1ccc(Br)c(C)c1,-1.6,1.4,-1.3,-0.8,1.3,0.2,2.1,4.6,-1.0,0.8,1.1
O=S1(=O)CCOC[C@H](CC2CCCCC2)N1Cc1ccccc1,-1.2,5.5,-1.2,1.7,-1.5,-0.4,0.7,-0.8,-0.6,7.7,1.4
Cc1ccc(S(=O)(=O)N(Cc2ccc(Cl)cc2)c2ccccc2C(=O)NCc2ccco2)cc1,10.7*,22.3*,-1.6,-3.1,2.2,-1.0,-1.6,4.7,-2.1,-17.4,-0.1
COC(=O)c1cc(Br)ccc1NC(=O)CCNC(=O)c1ccco1,-3.6,-2.5,-1.2,2.3,-6.0,0.2,1.2,-0.5,-1.8,1.4,-0.2
C[C@H](CO)N1C[C@H](C)[C@@H](CN(C)C(=O)c2cc(-c3ccccc3)on2)OCc2cn(nn2)CCCC1=O,-5.3,-20.7,-1.1,-0.1,-1.9,-1.1,-0.5,0.7,0.5,10.4,0.8
COc1ccc(/C=N/n2c(-c3n[nH]c4c3CCC4)n[nH]c2=S)cc1,0.0,5.3,-1.6,-1.4,-4.9,0.1,0.8,2.7,-0.2,-2.2,2.3
O=C(CSc1nnc(CNc2ccccc2)o1)c1ccc2c(c1)OCCO2,-2.6,-3.1,-1.4,1.8,-4.0,0.5,1.1,-1.6,-0.4,-19.7,0.9

# Fetched by compound from above, 2 records:
SMILES,ADAM17 inh,ADAM10 inh,ssDAF-12 act,FXN GAA850 act,PLC-beta3 inh,DAX1 inh-1,hgDAF-12 ag,PLC-gamma1 inh,hcDAF12 agonist,HGIII-sPLA2 inh,DAX1 inh-2
CCOc1ccc2ccccc2c1C1NC(=O)NC(C)=C1C(=O)OCCOC (configuration not stated),-1.7,-4.0,-0.8,1.6,-10.0,-0.3,1.7,-3.1,3.7,-1.1,0.5
COc1ccc(/C=N/n2c(-c3n[nH]c4c3CCC4)n[nH]c2=S)cc1,0.0,5.3,-1.6,-1.4,-4.9,0.1,0.8,2.7,-0.2,-2.2,2.3

# Going on with the list.
SMILES,ADAM17 inh,ADAM10 inh,ssDAF-12 act,FXN GAA850 act,PLC-beta3 inh,DAX1 inh-1,hgDAF-12 ag,PLC-gamma1 inh,hcDAF12 agonist,HGIII-sPLA2 inh,DAX1 inh-2
CCOC(=O)c1cc(-c2ccc(N)cc2)sc1N,4.4,9.3,-1.2,1.7,-91.0,1.9,5.1,-57.4,-1.4,12.5,-0.7
CCc1nnc2c(NCCc3ccccc3)nc3ccccc3n12,-0.4,8.1,-1.0,0.9,0.6,0.3,1.2,0.1,-0.1,1.5,0.2
CC1CCCCC1NC(=O)c1ccc2c(c1)[nH]c(=O)n2C1CCCC1 (configuration not stated),1.1,6.4,-0.6,3.1,3.5,-0.5,-0.8,4.9,-0.6,5.7,-1.7
CS(=O)(=O)N1CCN(c2ccc([N+](=O)[O-])cc2F)CC1,-1.4,-5.3,-1.7,0.0,0.7,-0.8,2.4,1.4,-1.0,0.2,2.3
O=C(NC1CC1)c1cccc(NC(=O)c2cn3ccccc3n2)c1,-2.2,-12.7,0.6,2.4,-2.2,1.3,5.9,-0.2,3.8,5.7,-0.1
COc1ccc(-c2oc3ccc(-c4cc(OC)c(OC)c(OC)c4)cc3c2C#Cc2ccsc2)cc1,-1.5,-7.2,-1.3,-0.3,-3.0,0.2,-1.3,2.1,-0.6,14.4,-0.9
COc1ccc(C(=O)NN2C(=O)C3C4C=CC(O4)C3C2=O)cc1 (configuration not stated),-3.5,-8.2,-1.6,0.9,-0.6,1.0,-1.2,0.0,-0.8,7.5,1.2
Nc1cc2c(cc1C(=O)c1ccccc1F)OCCO2,-7.2,-13.5,-0.9,-0.1,0.1,-0.5,0.6,-3.7,-0.1,6.0,-1.4
O=c1[nH]c2c(c(=O)n1-c1ccccc1)CCO2,-3.6,-5.2,-1.3,3.6,-1.4,-0.4,-1.5,-2.1,-1.2,13.4,-0.6
Cc1ccc(OCc2cc(C(=O)N(C)CCc3nc4ccccc4[nH]3)no2)cc1C,2.9,3.4,-1.2,-0.6,-8.7,-0.4,4.8,-2.7,-0.7,-20.1,0.0
Cc1ccc2nc(/C(C#N)=C/c3cn[nH]c3-c3ccc(F)cc3)[nH]c2c1,-4.9,-12.3,-1.4,-4.7,-131.8,-0.9,-0.6,-105.6,-2.7,-25.1,-0.6
O=C(c1ccco1)N1CCN(C(c2ccc(Cl)cc2)c2nnnn2Cc2ccccc2)CC1 (configuration not stated),4.8,11.4,-1.0,2.2,4.0,-1.7,-1.8,9.1,-0.8,-20.3,0.1
CC(NS(C)(=O)=O)C(c1cccs1)N1CCN(c2ccccc2)CC1 (configuration not stated),-1.3,-5.7,-1.3,-0.9,-2.1,0.2,4.7,0.6,4.1,11.5,1.3
Cc1ccc(NC(=O)CSc2ncccc2C(=O)Oc2cccc([N+](=O)[O-])c2)cc1Cl,4.2,-2.7,0.3,4.3,-2.9,0.9,2.1,-0.8,1.6,-1.9,0.9
O=C(O)CC(Cc1ccc(Br)cc1)C(=O)Nc1ccccc1 (configuration not stated),-3.3,-0.5,-0.9,-1.4,-4.3,-0.3,2.4,-1.0,-0.6,-0.4,1.9

# Hits appear at their usual frequency; overall some 6.9% were active at least once.
